Bioassay records as filed in PubChem.
Mdm2 MdmX PPI: inhibitors of human Mdm2-MdmX association, primary screen, cell-based, luminescence, split luciferase, SaOS-2, uHTS | Protein Mdm4 (Homo sapiens) + E3 ubiquitin-protein ligase Mdm2 (Homo sapiens), … | SaOS-2 split-luciferase Mdm2/MdmX complementation | inhibition, % at 8 µM | 330,000 tested, 3% active;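 active = inhibition of at least 50% at 8 µM in the primary screen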
CHOP UPR activ: activators of apoptotic CHOP UPR arm, primary screen, cell-based, CHO-CHOP luciferase reporter, luminescence, uHTS; AID 449763, 2010; activation, % at 10 µM; 330,000 tested, 0.34% active; UPR activation; percent of tunicamycin response over DMSO baseline;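 active = at 10 µM dose, activation of 40% or more, normalized to positive control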;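 note: 100% = tunicamycin at 10 µg/mL and 0% = DMSO alone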
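assay system = CHO CHOP reporter cells | amount = 500 CHO-CHOP cells per well | buffer or medium = F12 with 10% FBS | incubation = 16-18 h cell attachment, then 6 h compound exposure, 37 °C | detection = luminescence read with Steady-Glo | read-out = percent activation relative to tunicamycin control | controls = tunicamycin high control, DMSO low control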
XBP1 UPR activ: activators of adaptive XBP1 UPR arm, primary screen, cell-based, CHO-XBP1 luciferase reporter, luminescence, uHTS; IRE1-XBP1 UPR activation; percent of tunicamycin response, DMSO as zero; activation, % at 20 µM; 330,000 tested, 0.33% active;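 active = versus positive control, 20 µM dose yields 30% or more activation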;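 note: 100% = tunicamycin at 10 µg/mL and 0% = DMSO only wells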
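Material: CHO cell line with stable XBP1 luciferase reporter; buffer or medium: F12 medium containing 10% fetal bovine serum; compound: single point, 20 µM final compound, 1% DMSO; incubation: 6 h treatment, 37 °C; measured by: glow luminescence from Steady-Glo reagent; evaluation: activation, % of tunicamycin; control set: tunicamycin high, DMSO low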
697 NFkB inh: inhibitors of PMA/ionomycin-induced NF-kB reporter, 697 cells, primary screen, B-cell NF-kB inhibitor project, cell-based, luminescence, uHTS | 697 B-cell NF-kB luciferase reporter, 16 h | inhibition, % at 4 µM | 330,000 tested, 0.33% active | AID 435022, 2010; in the data active = inhibition above about 35%
tim23-1 inh: growth inhibitors of tim23-1 mutant yeast, primary screen, luminescence, uHTS; AID 463212, 2010; inhibition, % at 20 µM; S. cerevisiae tim23-1 growth, BacTiter-Glo luminescence, 24 h; 330,000 tested, 1.3% active;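 active = growth inhibition of the mutant yeast at or above 50%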;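 note: temperature-sensitive mutant grown at 25 °C; plate controls were DMSO-treated mutant yeast for no effect and medium wells lacking yeast for full effect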
APJ ag: agonists of human apelin receptor APJ, primary screen, CHO-K1 cells, PathHunter beta-arrestin, luminescence; P35414; 0% DMSO wells, 100% apelin; activation, % at 20 µM; 330,000 tested, 0.11% active; AID 2520, 2010;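 active = activation more than six SD over the plate average, tested at 20 µM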;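 note: 0% = DMSO alone and 100% = apelin-13 at 10 nM; some results filed as inactive read as strong as hits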
Target sequence (P35414 whole entry, looked up): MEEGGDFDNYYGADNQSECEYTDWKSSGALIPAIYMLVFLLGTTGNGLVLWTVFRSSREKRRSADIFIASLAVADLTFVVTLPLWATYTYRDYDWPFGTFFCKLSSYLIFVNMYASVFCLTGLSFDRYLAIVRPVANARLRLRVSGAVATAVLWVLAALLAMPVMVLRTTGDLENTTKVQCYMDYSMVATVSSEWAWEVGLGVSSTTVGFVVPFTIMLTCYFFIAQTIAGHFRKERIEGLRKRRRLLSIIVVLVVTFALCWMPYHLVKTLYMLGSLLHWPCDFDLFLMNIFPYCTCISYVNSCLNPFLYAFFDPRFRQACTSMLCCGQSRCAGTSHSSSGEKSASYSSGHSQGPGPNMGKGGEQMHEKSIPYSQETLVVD
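Test system – PathHunter CHO-K1 APJ (AGTRL-1) beta-arrestin reporter cells · Input – 1000 cells/well · Compound – single test compound dose, 20 µM final, 1% DMSO · Times – compound stimulation 90 min at 25 °C, detection 60 min · Technique – beta-gal luminescence · Read-out basis – APJ–arrestin association signal · Control set – negative DMSO alone, positive Apelin-13 at 10 nM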
APJ antag: antagonists of human apelin receptor APJ, primary screen, CHO-K1 cells, beta-arrestin complementation, luminescence | AID 2521, 2010 | 330,000 tested, 0.32% active | P35414 | inhibition, % at 20 µM;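 active = inhibition above about 40% at 20 µM, limit read from the data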;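 note: cells challenged with 10 nM apelin-13 agonist together with compound; plate controls were apelin-13 plus DMSO wells for no effect and DMSO wells lacking apelin-13 for full effect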
Jurkat NFkB inh: inhibitors of induced NF-kB luciferase reporter, primary screen, TCR NF-kB activation inhibitor project, cell-based, luminescence, uHTS. Jurkat, PMA/ionomycin-induced NF-kB luciferase reporter. inhibition, % at 4 µM. 330,000 tested, 0.53% active; in the data active = inhibition above about 50%
* hit, by the source's call.

No.	Molecule	Jurkat NFkB inh	Mdm2 MdmX PPI	XBP1 UPR activ	697 NFkB inh	APJ ag	tim23-1 inh	APJ antag	CHOP UPR activ
1	CCC(Oc1ccccc1)C(=O)OCC(=O)Nc1sccc1C(N)=O (centres undefined)	4	-1	-1	-21	1	22	1	1.0
2	Cc1ccc(S(=O)(=O)N2CCOCC2)cc1C(=O)OCC(=O)NC1CCCC1	-4	14	-2	11	-4	12	-10	0.6
3	CNC(=O)COC(=O)c1ccc(NC(=O)CC#N)cc1	-3	-14	1	4	-2	2	-6	0.2
4	CCOC(=O)C1CCCN(S(=O)(=O)c2ccc3c(c2)N(C)C(=O)CC(=O)N3C)C1 (centres undefined)	10	8	-1	8	3	-2	26	0.6
5	CC1CCCCN1CCNC(=O)CN1C(=O)CSc2ccc(S(=O)(=O)N3CCCCC3)cc21 (centres undefined)	8	-3	-2	-4	4	17	10	1.9
6	COc1ccc(-c2cc3nc(C)c(CCC(=O)NC(C)CCc4ccco4)c(C)n3n2)c(OC)c1 (centres undefined)	-10	-2	0	0	2	10	5	0.8
7	C=CCOc1ccc(/C=N/NC(=O)c2c(C)nc3ccc(Cl)cn23)cc1	-6	19	-2	3	1	18	3	0.9
8	Cc1ccc(S(=O)(=O)N2CCOCC2)cc1NC(=O)COC(=O)CSc1ccc(Br)cc1C	2	-3	0	2	-2	3	-7	-2.7
9	CCCCN(C(=O)c1cccc(S(=O)(=O)N2CCN(C)CC2)c1)c1c(N)n(CCC)c(=O)[nH]c1=O	1	19	2	15	-5	1	10	-0.2
10	COc1ccc(CCNC(=O)CSc2ccccn2)cc1	-6	-6	-2	-7	-4	6	2	-0.3
11	O=C(Nc1ccc(Cl)cn1)C1CC1	9	12	14	8	-3	13	9	0.5
12	CCOC(=O)C1=C(CS(=O)(=O)c2ccc(C)cc2)NC(=O)NC1c1cc(OC)c(O)c(OC)c1 (centres undefined)	-4	17	-4	2	2	-12	-15	1.3
13	COc1ccc(OC(=O)COc2ccc(Cl)cc2)cc1	-19	9	-6	-12	-1	10	0	-2.4
14	Cc1cc(C)c(C#N)c(SCc2[nH]nc3c2C(c2ccccc2)C(C#N)=C(N)O3)n1 (centres undefined)	3	-15	1	23	-1	20	-5	-0.1
15	CCN1C(=O)C(CC(=O)Nc2ccc(OC)cc2)N(Cc2ccc(OC)c(OC)c2)C1=S (centres undefined)	0	15	1	-10	-3	6	15	0.7
16	CCCN(C(=O)CCOc1ccc(C(C)(C)C)cc1)c1c(N)n(Cc2ccccc2)c(=O)[nH]c1=O	7	4	1	-11	-6	-11	-33	1.4
17	O=C(COC(=O)/C=C/c1ccccc1[N+](=O)[O-])NCC1CCCO1 (centres undefined)	-4	-4	-2	14	-5	6	5	0.2
18	COc1ccc(NC(=O)COC(=O)C2CCN(S(=O)(=O)c3cccs3)CC2)cc1OC	9	1	0	4	-1	4	4	0.4
19	Cc1ccc(NC(=O)c2cc(C)nc3ccccc23)c(Br)c1	-7	14	-4	-10	2	14	7	1.3
20	COc1ccc(CC(=O)N(C)CC(=O)Nc2ccc(F)cc2)cc1S(=O)(=O)N1CCOCC1	4	31	-5	1	-5	13	7	-1.3
21	CC(C)Oc1ccc(Cn2c(-c3ccco3)n[nH]c2=S)cc1	8	11	1	1	0	20	16	1.8
22	Cn1cnc(S(=O)(=O)NCc2cccs2)c1	6	14	1	12	-5	-4	15	-1.5
23	Cc1nonc1C1CCCN1Cc1cn[nH]c1-c1ccc2c(c1)OCO2 (centres undefined)	-7	2	0	9	1	16	19	-0.3
24	O=C(COc1ccc2c(c1)oc(=O)c1ccccc12)NCCCN1CCOCC1	-22	-16	-3	-26	-2	4	19	-1.4
25	O=C(CN1C(=O)C2CC=C(Cl)CC2C1=O)NCc1ccccc1 (centres undefined)	-14	-11	-3	-33	-1	-1	0	-1.0
26	CCn1c(SCC(=O)c2c(N)n(C3CC3)c(=O)[nH]c2=O)nc2cc(S(N)(=O)=O)ccc21	14	25	2	21	-3	-14	21	0.5
27	COc1cccc(NC(=S)NN=C2CCC(C(C)(C)C)CC2)c1 (centres undefined)	-7	16	-1	-8	-4	30	26	-1.0
28	COC(=O)CN(C(=S)Nc1ccc(Cl)cc1)C1CC(=O)N(c2ccc(OC)cc2)C1=O (centres undefined)	-17	5	-2	-18	-3	26	1	1.2
29	COc1ccccc1NC(=O)CN1CCN(Cc2ccccc2)CC1	-3	-4	-2	24	0	-2	14	-1.3
30	CCOC(=O)Cn1nc(CC)c2ccccc2c1=O	-11	-26	1	-10	0	15	-11	-1.7
31	Cc1cc(NC(=O)CCC(=O)N(CCC(C)C)C(C(=O)NC2CCCC2)c2cccnc2)no1 (centres undefined)	-3	-31	0	-28	-2	0	-5	0.4
32	Cc1ccc(C)c(Nc2ccc(C(=O)NCCc3ccccc3)cn2)c1	12	2	-4	1	-2	28	8	1.7
33	O=C(O)CC1(CC(=O)Nc2ccccc2N2CCOCC2)CCCC1	-4	-11	-2	-7	-2	5	1	0.3
34	Cc1ccc(NS(=O)(=O)c2ccc(NC(=O)C(C)Sc3ccc(Cl)cc3)cc2)c(C)c1 (centres undefined)	-7	24	-2	10	-3	1	-5	-2.7
35	COc1ccc(OCCSc2nnc3sc4ccccc4n23)cc1	-37	-14	-2	-13	-3	12	19	3.0
36	CC(=O)NN1C(=O)c2ccc3c4c(ccc(c24)C1=O)C(=O)N(NC(C)=O)C3=O	15	39	-8	6	13	10	-13	2.9
37	O=C(Nc1nc2c(s1)CCCC2)c1ccc(Br)o1	-95	-156	-5	-186	1	27	21	1.3
38	CC(=O)Nc1ccc(NC(=O)CSc2ccc(C)cc2)cc1	4	32	-1	10	-1	29	2	-0.1
39	CCCCON1C(=O)c2cccc3cccc(c23)C1=O	-8	16	-2	-13	-2	24	35	3.3
40	COc1ccc(-c2nnc(SCCC(=O)O)n2C)cc1OC	-4	13	-2	7	0	6	-26	-3.4
41	Cc1nc2ccccc2n1C(=O)N1CCOCC1	-10	13	1	13	0	7	-5	-1.6
42	O=c1[nH]c2cnccc2n1-c1ccccc1	-25	5	1	-14	2	6	-2	0.8
43	COC(=O)C1=C(C)OC(N)=C(C#N)C1c1cc(OC)c(OCC(N)=O)cc1Cl (centres undefined)	-4	-8	-2	-9	0	21	-21	-1.0
44	Cc1ccc(C(=O)Nc2ccc(C)c(S(=O)(=O)N(C)C)c2)s1	-91	-154	0	-79	1	19	3	4.7
45	CC(=O)C[C@@H](O)CC(=O)[C@@H]1OC(=O)[C@@H](C)C/C=C\Cc2ccccc21	2	26	1	-8	-5	10	11	-1.2
46	CC(=O)c1cccc(CN2CCCC(N3CCN(c4ccccc4F)CC3)C2)c1 (centres undefined)	-4	-17	-2	-10	-4	3	-15	-0.2
47	NS(=O)(=O)c1ccc(CNS(=O)(=O)c2ccc(Cl)nc2)cc1	-3	15	-5	21	-2	11	1	-1.9
48	CCCCn1c(SCC(=O)c2ccc(OC)c(OC)c2)nc2cc(S(N)(=O)=O)ccc21	2	0	0	-3	3	17	3	-0.7
49	Cc1cc(C)n(-c2ccc(Cl)c(C(=O)Nc3cc(C(F)(F)F)ccc3Cl)n2)n1	-5	33	-3	-9	-5	-13	15	-0.6
50	O=C(NCCCc1ccccc1)c1ccc(-n2cncn2)c([N+](=O)[O-])c1	4	3	-3	-2	4	7	-25	-0.5
51	COc1ccc(CNC(=O)CNC(=O)N2CC(=O)Nc3ccccc32)cc1	-5	1	-2	-1	-2	2	5	0.7
52	O=C1Nc2ccc(Br)cc2/C1=C/C(=O)c1ccc2c(c1)OCO2	5	41	25	4	6	73*	-13	19
53	CC(C)CC(=O)NC(=S)Nc1ccc(S(=O)(=O)Nc2nccs2)cc1	20	6	-1	-14	5	16	5	-2.3
54	O=C(c1ccccc1)N1CCc2[nH]nc(-c3ccccc3)c2C1	0	-16	-3	14	-2	8	-20	1.3
55	CCCCN(C(=O)C1CCCC1)c1c(N)n(CCC)c(=O)[nH]c1=O	-1	3	3	4	6	0	-12	-0.2
56	Cc1cc(=O)[nH]c(N2CCN(C(=O)c3ccco3)CC2)n1	-5	15	-4	22	-4	8	14	0.3
57	O=C(NCCc1cccc(Cl)c1)c1cc2ccccc2oc1=O	-1	8	-2	17	-3	11	-11	0.4
58	Cc1cc(/C=C(\C#N)C(=O)N2CCCCC2)cc(C)c1O	10	31	1	-16	-2	35	25	2.1
59	COc1ccc2c(c1)[nH]c1c(=O)n(CCN3CCCC3)cnc12	-22	-7	-4	-8	0	1	11	0.2
60	Cc1nn(C)c(Oc2cccc(C(F)(F)F)c2)c1C#N	-4	14	1	11	-3	17	9	-0.5

(continued)
No.	Molecule	Jurkat NFkB inh	Mdm2 MdmX PPI	XBP1 UPR activ	697 NFkB inh	APJ ag	tim23-1 inh	APJ antag	CHOP UPR activ
61	CC(C)(C)OC(=O)NCCc1nnc(SCC(N)=O)o1	6	13	2	18	-4	3	-4	-2.3
62	CC1=C(C(=O)OC2CCCC(C)C2)C(c2ccccc2)NC(=O)N1 (centres undefined)	-8	0	-4	-12	2	17	-16	-2.0
63	COc1cc(/C=N/O)cc(Br)c1OS(=O)(=O)c1ccc(C)cc1	10	17	0	5	0	49	-14	-1.3
64	COc1ccc(S(=O)(=O)N2CCOCC2)cc1NC(=O)Cc1ccc(Cl)c(Cl)c1	-9	-3	-1	11	1	5	-28	0.8
65	CC(=O)NCCC(=O)NCC1(N(C)Cc2ccccc2)Cc2ccccc2C1	9	0	-3	1	-4	0	10	0.0
66	COc1ccc(-c2csc(Nc3ccc(C)cn3)n2)cc1	-99	-124	5	-72	-2	-2	6	7.2
67	CN(CC(=O)Nc1ccccc1Cl)C(=O)COC(=O)c1nc(Cl)c(Cl)c(Cl)c1Cl	11	78*	-2	-15	9	33	10	5.0
68	COc1ccc(N(CC(=O)N/N=C/c2cccnc2)S(=O)(=O)c2ccc(C)cc2)cc1OC	0	2	0	1	-6	4	19	0.9
69	COc1cccc(CC2(CO)CCCN(Cc3ccccc3-c3ccco3)C2)c1 (centres undefined)	0	-5	1	-7	-4	19	6	-2.9
70	CCCCCN(C(=O)NC(=O)Nc1ccccc1C)S(=O)(=O)c1ccccc1	-14	-6	-1	7	-2	14	-12	-0.7
71	CC(=O)c1ccc(S(=O)(=O)N2Cc3ccccc3CC2C(=O)O)cc1 (centres undefined)	-5	19	-4	8	1	13	-3	5.1

An excerpt from above in order of molecular weight, ascending.
No.	Molecule	Jurkat NFkB inh	Mdm2 MdmX PPI	XBP1 UPR activ	697 NFkB inh	APJ ag	tim23-1 inh	APJ antag	CHOP UPR activ
71	CC(=O)c1ccc(S(=O)(=O)N2Cc3ccccc3CC2C(=O)O)cc1 (centres undefined)	-5	19	-4	8	1	13	-3	5.1
65	CC(=O)NCCC(=O)NCC1(N(C)Cc2ccccc2)Cc2ccccc2C1	9	0	-3	1	-4	0	10	0.0
69	COc1cccc(CC2(CO)CCCN(Cc3ccccc3-c3ccco3)C2)c1 (centres undefined)	0	-5	1	-7	-4	19	6	-2.9

Not a hit list, and some 5% of all compounds hit somewhere here.
